VEEV TC-83 Vero: inhibitors of VEEV TC-83 cytopathic effect, confirmation, Vero cells (AID 588727). 350,000 compounds, 0.13% hits. inhibition, % at 20 µM; hits with a dose series show IC50 in µM. Vero cells, VEEV TC-83 cytopathic effect inhibition; higher % means a stronger effect; in the data active = a potency from the dose series; inconclusive = inhibition mostly from about 14% at the one dose, without a potency; inactive = the rest, 99 in 100 with inhibition below about 12%; note: strong numbers were not always called active
M. tuberculosis: growth inhibition of non-replicating M. tuberculosis (AID 488890); 320,000 compounds, 0.39% hits; Mycobacterium tuberculosis non-replicating, growth inhibition; higher % means a stronger effect; inhibition, % at 25 µM; hits with a dose series show IC50 in µM; in the data active = a potency from the dose series; inconclusive = inhibition mostly from about 82% at the one dose, without a potency; inactive = the rest, 99 in 100 with inhibition below about 76%;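 note: plate controls were DMSO cells for no effect and high antibiotic wells for full effect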
PhoP GFP inhibition: PhoP regulon inhibitors, Salmonella typhi PhoP promoter GFP reporter, confirmatory (AID 1850); Salmonella Typhi PhoP-promoter GFP reporter, fluorescence, 4 h; higher % means a stronger effect; one-dose inhibition, % at 50 µM; IC50 in µM for titrated hits; 310,000 compounds, 0.33% hits; in the data active = a potency from the dose series; inconclusive = inhibition mostly from about 25% at the one dose, without a potency; inactive = the rest, 99 in 100 with inhibition below about 19%;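 note: 0% = induced wells with vehicle and 100% = uninduced wells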
M. tuberculosis HTS: M. tuberculosis growth inhibition, HTS (AID 449762) | M. tuberculosis H37Rv growth inhibition, 7H9 media; higher % means a stronger effect | inhibition, % at 25 µM, or IC50 in µM where a hit was titrated | 330,000 compounds, 0.59% hits; in the data active = a potency from the dose series; inconclusive = inhibition above about 70% without an active follow-up result;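 note: bacterial growth assessed after seven days of incubation; strong numbers were not always called active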
H1N1 NS1A inhibition: H1N1 influenza NS1A inhibitors, functional cell based assay (AID 504329); NS1A functional cell-based assay, percent inhibition; higher % means a stronger effect; inhibition, % at 12.5 µM, or IC50 in µM where a hit was titrated; 340,000 compounds, 0.3% hits; in the data active = a potency from the dose series; inconclusive = inhibition above about 27% without an active follow-up result; note: strong numbers were not always called active
Active calls of the source: *; i = inactive; ? = inconclusive; . = no result given; & = joins results of further samples; ! = not confirmed by another sample.

Under each structure – VEEV TC-83 Vero	M. tuberculosis	PhoP GFP inhibition	M. tuberculosis HTS	H1N1 NS1A inhibition
CCOc1ccc(NC(=S)N2CCC(N(C)CC3CCCO3)CC2)cc1 (stereo not given)
→ 0.7%	-7%	-5%	-17%	-3%
CCCCC1CC(CSC(=N)N)OC1=O (stereo not given)
→ 1.8%	52%	4%	-12%	13%
O=[N+]([O-])c1cccc(C(=Nc2cccc(Cl)c2)NO)c1
→ i	9%	-10%	-3%	1%
CC(C)CNS(=O)(=O)c1ccc(CCC(=O)NCc2ccco2)cc1
→ 0.3%	12%	3%	-2%	1%
Cc1ccc(-c2nnc(SCC(=O)NNC(=O)COc3cccc4ccccc34)n2C)cc1
→ .	-17%	-6%	2%	.
CCCCn1c(N)c(N(CC)C(=O)C(c2ccccc2)c2ccccc2)c(=O)[nH]c1=O
→ 0.4%	13%	0%	1%	-4%
CCOC(=O)C1CCCN(Cc2cc(=O)oc3cc(C)c(C(C)C)cc23)C1 (stereo not given)
→ 2.8%	20%	-14%	1%	11%
O=C(NCc1cccnc1)C(=O)NCC1OCCN1S(=O)(=O)c1ccc(Cl)cc1 (stereo not given)
→ 1.4%	1%	-7%	-6%	4%
Cc1ccccc1Cn1nc(C)c(NC(=O)c2noc3c2CCCC3)c1C
→ 1.6%	14%	-15%	32%	19%
Cc1ccc(Cn2c(SCC(=O)NCC3CCCO3)nc3c(sc4ccccc43)c2=O)cc1 (stereo not given)
→ 2.2%	-15%	-1%	6%	-8%
CN(C)CCOc1cc(Cl)cc(Cl)c1
→ i	3%	1%	10%	-5%
Cc1ccc(CNC(=O)CSc2nccn(-c3ccc(C)c(F)c3)c2=O)cc1
→ 7.1%	24%	6%	-4%	-4%
Oc1ccc(C2NCc3ccccc3-n3cccc32)cc1Cl (stereo not given)
→ 0.7%&0.4%	8%&7%	150µM*!	8%&-4%	16%&9%
Cc1ccc(S(=O)(=O)N2CCN(c3ccc(C(F)(F)F)cc3[N+](=O)[O-])CC2)cc1
→ i	-4%	-5%	16%	1%
CC(C)[C@H](NS(=O)(=O)c1ccc2c(c1)OCCO2)C(=O)OCC(=O)Nc1ccccc1
→ 0.5%	17%	-8%	0%	-2%
Cc1ccc(NC(=O)CN(C)C(=O)COC(=O)c2ccc(Cl)cc2O)cc1
→ i	47%	.	-7%	2%
COCCn1c(C2CCCCC2)nc2sc3ccccc3c(=O)c2c1=O
→ 0.3%	37%	-2%	-10%	4%
COc1ccc(-c2oc3ccc(-c4ccc5c(c4)OCO5)cc3c2C#CC2(O)CCCCC2)cc1
→ 1.2%	17%	-1%	?	10%
Cc1c(C)c2ccc(OCC(=O)N3CCN(Cc4ccccc4)CC3)cc2oc1=O
→ i	9%	.	10%	-5%
Cc1ccc(NC(=O)CCCCCCCCCCC2COCCO2)c(C)c1 (stereo not given)
→ 4.7%	.	2%	4%	4%

By substructure: the entries above with fluorine
Under each structure – VEEV TC-83 Vero	M. tuberculosis	PhoP GFP inhibition	M. tuberculosis HTS	H1N1 NS1A inhibition
Cc1ccc(CNC(=O)CSc2nccn(-c3ccc(C)c(F)c3)c2=O)cc1
→ 7.1%	24%	6%	-4%	-4%
Cc1ccc(S(=O)(=O)N2CCN(c3ccc(C(F)(F)F)cc3[N+](=O)[O-])CC2)cc1
→ i	-4%	-5%	16%	1%

Going on with the list:
Under each structure – VEEV TC-83 Vero	M. tuberculosis	PhoP GFP inhibition	M. tuberculosis HTS	H1N1 NS1A inhibition
CCOc1ccc(NC(=O)CCn2ccnc2)cc1
→ 2.6%	1%	12%	-1%	-27%
Cc1cc(C(=O)Nc2ccc(C(=O)O)cc2)c(-c2ccccc2)o1
→ 0.2%	-1%	3%	-6%	3%
O=C(N/N=C/c1cc([N+](=O)[O-])ccc1O)c1cccc2cc[nH]c12
→ 6.9%	73%	36µM*	3%	?
CC(=O)c1c(C)[nH]c(C(=O)COC(=O)CN2C(=O)C3CCCCC3C2=O)c1C (stereo not given)
→ 0.6%	9%	.	-7%	-5%
Cc1cccc(NC(=O)CSCC(=O)Nc2sccc2C#N)c1
→ 2.3%	39%	-5%	8%	-1%
CN1CCN(CCOc2ccc(Cc3ccccc3)cc2)CC1
→ 0.5%	46%	5%	-1%	-30%
CCCn1c(N2CCN(S(=O)(=O)Cc3ccccc3)CC2)nc2ccccc21
→ 6.9%	-9%	-9%	-9%	13%
NC(=O)c1cc(N2C(=O)C3CC=CCC3C2=O)ccc1N1CCCCC1 (stereo not given)
→ i	-2%	0%	-18%	-11%
Cc1cccc(N/N=C(\C(N)=O)C2=NC(C)(C)Cc3ccccc32)c1
→ >25µM*	24%	-2%	13%	11%
CCN(C(=O)COC(=O)CCCOc1ccccc1)c1c(N)n(Cc2ccccc2)c(=O)[nH]c1=O
→ 0.4%	15%	.	-7%	-5%
CCC(=O)N(CCC(Cc1ccccc1)c1ccco1)Cc1ccco1 (stereo not given)
→ 0.7%	2%	-6%	1%	0%
CCn1c(SCC(=O)Nc2cc(Cl)ccc2OC)nnc1C1CC1
→ i	.	5%	2%	3%
C=CCn1c(=O)c(C(=O)Nc2ccccc2O)c(O)c2ccccc21
→ 3.3%	-5%	-3%	3%	5%
O=C(COc1ccccc1[N+](=O)[O-])OCC(=O)N1CCC(Cc2ccccc2)CC1
→ i	62%	3%	-1%	-5%
CC[n+]1c(/C=C/C=C/N(C(C)=O)c2ccccc2)sc2ccccc21
→ 9.9%	55%	-299%	7%	26%
Cc1ccc(NC(=O)CN(C)CC(=O)Nc2ccc(F)c(F)c2F)c(Cl)c1
→ i	10%	-8%	-5%	10%
O=C(c1ccc(S(=O)(=O)N2CCOCC2)cc1)N1CCN(c2ccccc2)CC1
→ 1.2%	9%	-6%	-7%	-20%
CCOC(=O)Cn1nc(-c2ccc(C)cc2)ccc1=O
→ i	3%	-16%	-2%	-7%
O=C(C1CCC(=O)N1C1CCCCC1)N1CCC2(CC1)OCCO2 (stereo not given)
→ 0.6%	-9%	0%	-11%	5%
CNC(=O)N(O)C1N(/N=C/c2ccccc2OC)C(=S)SC1(C)C (stereo not given)
→ 1.5%	-17%	-5%	-5%	-6%
O=C1N/C(=C\c2ccccc2)C(O)=C1C=NCc1ccccc1
→ 0.8%	-17%	-4%	-2%	11%
CCOc1cccc2sc(N(CCCN(C)C)C(=O)c3ccc(S(=O)(=O)N(CC)Cc4ccccc4)cc3)nc12
→ 10%	76%	-17%	?	-5%
O=C(O)CSC1=NC(=Nc2cccc(Cl)c2)C2(CCCCC2)N1c1ccccc1
→ 1.4%	18%	-5%	0%	-13%
N#Cc1cnc2ncnn2c1-c1ccccc1
→ 0.2%	-12%	3%	-3%	2%
CCn1nc(C(=O)NCC2COc3ccccc3O2)c2ccccc2c1=O (stereo not given)
→ 2.6%	25%	.	2%	3%
COc1ccc(NC(=O)c2cc(S(=O)(=O)N3CCOCC3)cn2C)c(OC)c1
→ 2.2%	-9%	-8%	-9%	5%
Cc1ccc(CNc2nc3ccccc3s2)s1
→ 0.9%	20%	-8%	13%	-10%
Cc1ccc(O)c(N/C=C/C(=O)c2ccc(F)cc2)c1
→ 5.6%	14%	-4%	-3%	0%
CCOC(=O)c1c(S(=O)(=O)N(C)Cc2ccco2)c(C)n(C)c1C
→ 8.2%	10%	-28%	6%	9%
O=C(CN1CCCc2ccccc21)NCc1ccc2c(c1)OCO2
→ i	15%	19%	0%	5%
CN(C)c1ccnc(Oc2ccccc2)c1C#N
→ 0.1%	.	.	.	0%
Cc1ccc(Cn2c(C(C)Nc3nc(-c4ccc(Cl)cc4)cs3)nc3cc(C(=O)NCCCO)ccc32)cc1 (stereo not given)
→ 0.9%	28%	-11%	0%	11%
CCCn1c(SCC(=O)N2CCCC2)nc2c1c(=O)n(C)c(=O)n2C
→ i	-5%	-4%	-3%	2%
O=C(CC1C(=O)NCCN1C(=S)Nc1ccccc1)Nc1ccc(F)cc1 (stereo not given)
→ 0.9%	3%	-3%	-1%	-5%
CC1(c2cccc(Br)c2)NC(=O)N(CC(=O)Nc2ccc(F)cc2)C1=O (stereo not given)
→ 2.1%	3%	10%	1%	-3%
CC(=O)Nc1ccc(OC(=O)N2CCCC2)cc1
→ 0.9%	4%	1%	7%	-20%
CC(=O)OCCc1c(C)nc2nc[nH]n2c1=O
→ 0.8%	-12%	6%	-1%	-3%
COc1ccc(/C=N/NC(=O)CCCOc2ccc(Cl)cc2Cl)cc1
→ 1.3%	15%	-9%	3%	-9%
Cc1csc(NC(=O)C(F)(F)F)n1
→ 2.1%	-7%	-4%	4%	-3%
CS(=O)(=O)N(CC(=O)N1CCCC1)c1cc(Cl)c(Cl)cc1Cl
→ 1.5%	1%	3%	0%	-3%

Single records, from the list above:
COc1ccc(/C=N/NC(=O)CCCOc2ccc(Cl)cc2Cl)cc1 is listed as VEEV TC-83 Vero: 1.3%; M. tuberculosis: 15%; PhoP GFP inhibition: -9%; M. tuberculosis HTS: 3%; H1N1 NS1A inhibition: -9%
Cc1csc(NC(=O)C(F)(F)F)n1 is listed as VEEV TC-83 Vero: 2.1%; M. tuberculosis: -7%; PhoP GFP inhibition: -4%; M. tuberculosis HTS: 4%; H1N1 NS1A inhibition: -3%

Continuation:
Under each structure – VEEV TC-83 Vero	M. tuberculosis	PhoP GFP inhibition	M. tuberculosis HTS	H1N1 NS1A inhibition
Cc1ccc(C)c(N2C(=O)CS/C2=N\NC(=O)c2ccccc2Cl)c1
→ 1.4%	-3%	-5%	6%	2%
CN(C)CCCC(C)(O)C(Cc1ccccc1)c1ccccc1 (stereo not given)
→ i	-3%	-1%	3%	-4%
Cn1c(CSCc2ccccc2)n[nH]c1=S
→ 0.9%	13%	-9%	2%	5%
O=C(NCc1ccc2c(c1)OCO2)C(=O)NCC1OCCCN1S(=O)(=O)c1cc(F)ccc1F (stereo not given)
→ 5.5%	0%	-8%	1%	-10%
CS(=O)CCC(NS(=O)(=O)c1ccccc1)C(=O)O (stereo not given)
→ 1.0%	2%	-7%	-3%	0%
CCc1ccc(-c2nc(CN3CCC(C(=O)N4CCN(c5ccccc5)CC4)CC3)c(C)o2)cc1
→ i	?	0%	1%	21%
COc1ccc(CNc2nc3nc(C)cc(C)n3n2)cc1
→ 3.9%	-9%	-17%	-4%	1%
N#CC1=C(C2CC2)CC(c2ccccc2)C(C#N)=C1N (stereo not given)
→ i	-12%	-4%	-10%	7%
c1ccc2oc(-c3ccc(Nc4nc(N5CCOCC5)nc(N5CCOCC5)n4)cc3)nc2c1
→ 12%	.	.	.	-9%
CN(Cc1ccc(CNC[C@H]2O[C@@H](n3cnc4c(N)ncnc43)[C@H](O)[C@@H]2O)o1)S(C)(=O)=O
→ 1.0%	-2%	.	3%	-2%
COc1ccccc1N(CC(=O)NCC1CCCO1)C(=O)CNS(=O)(=O)c1ccccc1 (stereo not given)
→ 4.2%	-3%	5%	-10%	1%
CCCCC12CN3CC(C)(CN(C1)C3c1ccc([N+](=O)[O-])o1)C2=O (stereo not given)
→ 0.3%	36%	-6%	41%	-3%
CCCCCNC(=O)c1ccc2c(c1)ncn2-c1ccc(OC)cc1
→ 0.2%	43%	-3%	14%	-13%
O=C(O)C(Cc1ccc(Cl)cc1)Sc1nc2ccccc2[nH]1 (stereo not given)
→ i	-2%	15%	-6%	0%
CC(C)CCN(C(=O)Nc1ccc(Cl)cc1)C1CCN(C(C)C)CC1
→ 0.6%	7%	9%	8%	0%
Cc1ccc(C2=NC(=O)/C(=C/c3cc(O)c(O)c(Br)c3)S2)cc1
→ 8.0%	.	.	.	-51%
COc1ccc(O)c(CN2CCC(n3nccc3NC(=O)C3CCCC3)CC2)c1
→ 1.0%	3%	-8%	-15%	-6%
COc1cccc(C2=NOC(C(=O)N3CCN(Cc4ccccc4)CC3)C2)c1OC (stereo not given)
→ 0.7%	13%	1%	-2%	1%
Cc1ccc(NC(=S)N2CCN(S(C)(=O)=O)CC2)cc1C
→ 0.2%	-15%	-8%	0%	-10%
Cc1ccc(C2/C=C\CC(NC(=O)OCC3c4ccccc4-c4ccccc43)CC(=O)N2Cc2ccccc2)cc1 (stereo not given)
→ 0.3%	.	.	.	-1%

Assay outcomes as filed in PubChem BioAssay.
